Screening data from PubChem.
IMP-1 inh = IMP-1 metallo-beta-lactamase inhibitors, primary screen, biochemical, epi-absorbance readout, Pseudomonas aeruginosa enzyme; 290,000 tested, 0.45% active; purified IMP-1, nitrocefin hydrolysis, epi-absorbance fluorescence; inhibition, % at 5.6 µM; AID 1556, 2009; metallo-beta-lactamase IMP-1 (Pseudomonas aeruginosa);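 active means inhibition above the mean plus 3 SD of all compounds in the same screening run, cut at about 4.5% in these data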;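 further: 0% = IMP-1 with DMSO and 100% = DMSO wells lacking enzyme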
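System: Purified IMP-1 | Read-out basis: Percent enzyme inhibition | Controls: IMP-1 with DMSO as 0%, enzyme-free DMSO as 100% | Replicates: One well per compound | Doses: 5.6 µM nominal single concentration | Detection: Epi-absorbance fluorescence, 480 nm excitation, 530 nm emission | Incubation: 25 °C, 15 min preincubation, 25 min reaction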
M18AAP inhibitor = PfM18AAP inhibitors, malaria aminopeptidase, primary screen, biochemical, QFRET, recombinant enzyme; H-Glu-NHMec fluorogenic cleavage; inhibition, % at 7.35 µM; 290,000 tested, 1.2% active;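 active means inhibition above the campaign mean inhibition over all tested compounds plus 3 SD, cut at about 28% in these data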;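 further: 0% = plate median of test compound wells and 100% = 2 mM ZnCl2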
FID counter = compounds displacing fluorescent DNA intercalator, primary screen, artefact control for HCV NS3 helicase inhibitor project, biochemical, FID fluorescence. DNA fluorescent intercalator displacement. inhibition, % at 7.9 µM. 290,000 tested, 0.17% active; in the data active means inhibition above about 37%;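 further: 0% = vehicle and 100% = reference compound; higher means more ethidium bromide displaced from hairpin DNA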
HCV NS3 hel inh = inhibitors of HCV NS3 helicase, primary screen, biochemical, Cy5 molecular beacon fluorescence; NS3 helicase DNA unwinding; inhibition, % at 10.9 µM; 290,000 tested, 0.56% active; Hepatitis C virus NS3 helicase;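 active means inhibition above the mean of all tested compounds plus 3 SD, set per campaign, cut at about 35% in these data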;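 further: 0% = DMSO wells and 100% = thioflavine S control wells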
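assay system = NS3 helicase fragment of HCV | buffer or medium = MOPS pH 6.5, MgCl2, DTT, Tween20, BSA | timing = 60 min unwinding reaction at 25 °C after ATP addition | signal = Cy5 beacon fluorescence read at start and 1 h | read-out basis = % inhibition of unwinding | control set = low DMSO, high thioflavine S at 110 µM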
p-CIP stab down = p/CIP-EGFP fusion destabilizers, primary screen, fluorescence, F442A cells; 16 h; Q05BA5; 290,000 tested, 0.01% active; AID 1984, 2009; decrease of EGFP signal, % at 10 µM;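 active means EGFP signal decrease of at least 30% at 10 µM or well 3 SD below plate mean, unless failing retest; inactive means the rest, including hits failing retest or dose response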; further: some compounds called inactive have numbers as strong as hits; many of its hits are not listed in these tables
UBC9 SUMO inh = inhibitors of in vitro SUMOylation cascade, primary screen, biochemical, HTRF, uHTS | 290,000 tested, 0.36% active | HTRF SUMOylation assay, SAE1/SAE2 + UBC9 | AID 2006, 2009 | inhibition, % at 35 µM; in the data active means inhibition above about 50%, passing the limit was not always enough; further: strong numbers were not always called active
Target sequence (P63279 whole entry, looked up): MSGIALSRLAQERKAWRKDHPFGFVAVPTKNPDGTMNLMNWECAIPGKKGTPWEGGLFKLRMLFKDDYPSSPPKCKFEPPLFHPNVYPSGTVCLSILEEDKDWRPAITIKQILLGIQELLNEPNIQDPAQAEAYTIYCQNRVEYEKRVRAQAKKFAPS
IDE act = human IDE activators in live cells, primary screen, fluorescence polarization, HEK cells, FAbeta-B substrate; FAbeta-B cleavage; 0% vehicle, 100% cell-free pure enzyme wells; 340,000 tested, 0.073% active; Insulin-degrading enzyme (Homo sapiens), P14735; activation, % at 5.96 µM;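 active means activation above the mean of all tested compounds plus 3 SD, set per screening campaign, cut at about 17% in these data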
IDE inh = human IDE inhibitors in live cells, primary screen, fluorescence polarization, HEK cells, FAbetaB substrate; FAbetaB cleavage; inhibition, % at 5.59 µM; 320,000 tested, 0.41% active; AID 434962, 2010;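 active means percent inhibition above the average of all tested compounds plus 3 SD, set per screening campaign, cut at about 16% in these data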;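 further: IDE supplied by intact live HEK cells; FP after avidin binding of uncleaved biotin substrate so inhibition keeps polarization high; 0% = DMSO wells and 100% = 60 µM reference IDE inhibitor Ii1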
VIM-2 inhibitor = VIM-2 metallo-beta-lactamase inhibitors, primary screen, biochemical, epi-absorbance readout, Pseudomonas aeruginosa enzyme; purified VIM-2, nitrocefin hydrolysis, epi-absorbance fluorescence; inhibition, % at 5.6 µM; 290,000 tested, 0.89% active;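 active means inhibition above the mean of all tested compounds plus 3 SD, cutoff set per screening run, cut at about 7.5% in these data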;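 further: red hydrolysis product quenches plate fluorescence so inhibitors raise well fluorescence; 0% = enzyme with DMSO and 100% = DMSO without enzyme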
The depositor's hits bear a star; x = no result given. Not a hit list; about 3.6% have a hit in one of these screens.

SMILES | IMP-1 inh | M18AAP inhibitor | FID counter | HCV NS3 hel inh | p-CIP stab down | UBC9 SUMO inh | IDE act | IDE inh | VIM-2 inhibitor
COC(=O)c1cccc(C(=O)N2CCC(CO)(Cc3ccccc3Cl)CC2)c1 | -0.3 | -8 | -38 | -10 | -12 | 3 | -4 | 5 | 0.6
CCn1nc(C)c(CNC(=O)Nc2ccccc2C(=O)OC)c1C | -3.3 | -12 | -5 | 18 | 0 | 5 | 4 | 4 | 0.8
COc1ccc(/C=C2\N=C(c3ccccc3Cl)NC2=O)cc1 | -0.2 | 7 | -16 | -11 | -5 | -8 | x | x | -1.4
COc1ccc(CNC(=O)c2ccc(C(C)(C)C)cc2)cc1 | -2.7 | -5 | -2 | -2 | 0 | 12 | 4 | 2 | -3.0
O=C(Cn1c(=O)n(Cc2ccccc2)c(=O)c2ccccc21)NCc1ccco1 | -7.2 | 1 | -7 | -1 | 4 | 18 | 0 | -2 | -5.7
CCNC(=O)NC(=O)C(C)OC(=O)c1cc(S(=O)(=O)N2CCCCCC2)ccc1OC (stereo unspecified) | -3.1 | -19 | -33 | 2 | 21 | -3 | 2 | 5 | -3.5
CC1CCc2c(sc3nc(C4CC4)nc(N4CCN(C(=O)c5ccco5)CC4)c23)C1 (stereo unspecified) | -3.6 | -5 | -20 | -11 | x | x | 4 | -4 | -0.9
COc1c(C)cccc1C(=O)Nc1cc(Cl)ccc1N1CCOCC1 | -3.1 | 2 | 4 | -5 | -13 | 6 | 3 | 6 | -1.2
CC(C)(C)C(=O)Nc1ccccc1N1CCN(c2ccc(F)cc2)CC1 | 0.6 | -12 | -22 | -3 | 3 | 2 | 1 | -3 | 0.3
Cc1csc(NC(=O)Cc2c[nH]c3ccccc23)n1 | -0.9 | 2 | 1 | -1 | 0 | 11 | 1 | 4 | -1.8
Cn1nnc(NC(=O)COc2ccc(C3CCCCC3)cc2)n1 | -4.4 | -3 | -22 | -1 | 5 | -10 | -1 | -2 | -6.4
CC(=O)NC(=S)Nc1cccc2ccc(C)nc12 | -4.9 | 0 | -10 | -44 | 6 | -1 | 0 | 3 | 6.6
COc1ccc(Oc2coc3c(CN(C)C)c(O)ccc3c2=O)cc1 | -2.0 | 4 | -1 | 0 | -11 | 33 | 4 | 0 | -0.6
COC(=O)COc1cc(OCC(=O)OC)c2c(-c3ccccc3)cc(=O)oc2c1 | -4.9 | 2 | -26 | 2 | 2 | 0 | -1 | 3 | -2.6
COC(=O)c1cc(S(=O)(=O)Nc2cccc(S(N)(=O)=O)c2)oc1C | -1.7 | -8 | -4 | 1 | -2 | 29 | 6 | 6 | -0.3

Some of the entries above in another layout.
Compound,IMP-1 inh,M18AAP inhibitor,FID counter,HCV NS3 hel inh,p-CIP stab down,UBC9 SUMO inh,IDE act,IDE inh,VIM-2 inhibitor
Cn1nnc(NC(=O)COc2ccc(C3CCCCC3)cc2)n1,-4.4,-3,-22,-1,5,-10,-1,-2,-6.4
CC(=O)NC(=S)Nc1cccc2ccc(C)nc12,-4.9,0,-10,-44,6,-1,0,3,6.6
COc1ccc(Oc2coc3c(CN(C)C)c(O)ccc3c2=O)cc1,-2.0,4,-1,0,-11,33,4,0,-0.6

Next part
SMILES | IMP-1 inh | M18AAP inhibitor | FID counter | HCV NS3 hel inh | p-CIP stab down | UBC9 SUMO inh | IDE act | IDE inh | VIM-2 inhibitor
Cn1cccc1/C=N/N1CCN(Cc2ccc(Cl)cc2)CC1 | -2.7 | 2 | -5 | 0 | -17 | 20 | -8 | 12 | -1.6
Cc1ccc2nsnc2c1NC(=O)CCl | 0.1 | 5 | 11 | 2 | -16 | 21 | 1 | 1 | -3.9
O=C(O)c1ccc(N2CCS(=O)(=O)CC2)cc1 | -1.5 | -2 | 5 | -2 | -9 | 19 | 3 | -5 | 0.9
COC(=O)C(C(=O)OC)N1C(=O)CCC1=O | -2.5 | 2 | -2 | -2 | -7 | -1 | 5 | 6 | -3.5
O=C(N/N=C/c1ccc2nccnc2c1)c1ccncc1 | -3.1 | -8 | -2 | 7 | 2 | 2 | -3 | 2 | -1.9
COc1ccc(N(CC(=O)N2CCN(Cc3ccccc3)CC2)S(=O)(=O)c2ccccc2)cc1 | -1.3 | -3 | -26 | -24 | -7 | -10 | 2 | -1 | -3.1
O=C1NC(=NCc2ccccc2)S/C1=C/c1ccc(O)cc1 | -2.5 | 7 | -10 | -5 | -14 | -18 | 2 | 10 | -2.8
C#CCN(Cc1ccco1)C(=O)c1cc(COc2ccc(F)cc2Cl)on1 | -2.3 | 3 | -26 | -1 | -16 | -5 | 2 | -1 | -2.8
O=C(NCCc1ccccc1)C(c1ccccc1F)N(C(=O)c1csnn1)C1CC1 (stereo unspecified) | -2.8 | -4 | -33 | -8 | 1 | 8 | 0 | -5 | -3.5
COc1ccc(/C=N/NC(=O)CN2CCCCCCC2)c(C)c1C | -3.4 | 2 | -1 | -6 | 8 | -16 | -1 | 4 | -3.2
COc1cccc(N2CCN(c3c4c(nc5ncnn35)CCC4)CC2)c1 | -3.4 | 2 | -15 | 2 | -3 | -14 | -9 | 3 | -1.8
CCC(C)NS(=O)(=O)c1ccc(S(=O)(=O)N2CC=C(c3ccc(F)cc3)CC2)cc1 (stereo unspecified) | -0.7 | 5 | -4 | -10 | -5 | 0 | 1 | 3 | 2.2
CC(C)=CCN1CCN(Cc2cccc3nccnc23)CC1CCO (stereo unspecified) | -1.8 | 3 | 2 | 4 | -11 | 0 | -6 | 0 | -3.0
S=C(NCC1CCCCC1)Nc1ccc(Oc2ccccc2)cc1 | -2.6 | 0 | -10 | -3 | 4 | -30 | 1 | 0 | -1.9
Cc1ccc2c(c1)N(C(=O)CCC(=O)NCc1cccnc1)CC(C)O2 (stereo unspecified) | -1.5 | 0 | -17 | 6 | 5 | 8 | -3 | 0 | -2.0
CC1CC(C)(C)NC(=S)N1CCC(=O)Nc1ccc2c(c1)OCCO2 (stereo unspecified) | -1.8 | -1 | -6 | -2 | -8 | 2 | 3 | 1 | -1.2
COC(=O)c1ccc(CO/N=C(\NC(C)=O)c2nonc2NC(C)=O)cc1 | 0.1 | -4 | 1 | -3 | -4 | -9 | -1 | -4 | -0.2
O=[N+]([O-])C1=CC=C2C(=NC3(CCCCC3)N2O)C1=NCCc1ccccc1 | -0.6 | -4 | -2 | 5 | 2 | -12 | 4 | x | 0.2
O=C(NC1C2CCCC1CN(C1CC1)C2)c1ccc(Cl)cc1 (stereo unspecified) | -2.0 | -10 | -8 | 1 | -5 | -9 | 1 | x | -1.3
CC(=O)N1CCN(S(=O)(=O)c2ccc(C)c([N+](=O)[O-])c2)C1C(C)C (stereo unspecified) | -2.0 | 2 | 0 | 1 | -8 | 3 | 7 | -1 | -5.1
C/C(=N\Nc1ccc(Cl)cc1)c1c(O)cc(C)oc1=O | -5.3 | 11 | -6 | 3 | 0 | 11 | x | -2 | -5.6
Cc1c(CCC(=O)NCCCn2ccnc2)c(=O)oc2cc3oc4c(c3cc12)CCCC4 | -1.3 | 0 | 6 | -94 | -7 | 34 | -50 | 56* | 5.9
CCCNc1nc(-c2ccccc2)c(C(=O)OCC)cc1C#N | -3.0 | 1 | -26 | -4 | 0 | 0 | 2 | -6 | -0.9
COc1cc(C(=O)N2CCN(C(=O)Cc3ccccc3)CC2)cc(OC)c1OC | -0.2 | 0 | -5 | -1 | -2 | 14 | 4 | -2 | -1.2
CC(=O)N1CCN(C(=O)C2(NC(=O)Nc3ccccc3Cl)CCCCC2)CC1 | -3.3 | -6 | -5 | -2 | 14 | 7 | 0 | 6 | 0.8
O=C(Nc1ccc(Br)cn1)c1ccc([N+](=O)[O-])o1 | -3.0 | -6 | 5 | -1 | 5 | 0 | -4 | -4 | -2.5
Fc1cccc(CSc2ccc3nnc(-c4ccccn4)n3n2)c1 | -4.1 | -10 | -20 | -6 | -5 | 0 | 1 | 1 | 7.2
COc1cc(OC)cc(C(=O)NCCc2cnc[nH]2)c1 | -2.0 | -7 | -2 | -5 | -4 | 0 | -2 | 4 | 0.9
CCC(=O)Nc1cccc(NC(=O)CSc2nnc(-c3ccc(NS(C)(=O)=O)cc3)n2CC)c1 | -2.1 | 3 | -19 | 3 | -5 | -1 | 7 | -1 | -4.4
CCOc1ccccc1C1c2[nH]c3ccccc3c2C[C@H]2C(=O)N(C3CC3)CC(=O)N12 (stereo partly specified) | -3.0 | 6 | -40 | -6 | -6 | -1 | 2 | -5 | -3.7
Cc1ccc(N=Cc2ccc(N(C)C)cc2)cc1 | -3.6 | 3 | 4 | 4 | 0 | -23 | 3 | -8 | -3.2
Cc1cc2c(NC(=O)CCCC(=O)O)cccc2nn1 | -2.6 | 3 | 0 | 4 | -7 | 10 | 6 | 4 | -1.0
Cc1cccc(NC(=S)N2CCN(c3cc(C)ccc3C)CC2)c1 | -1.3 | -4 | -2 | 6 | -5 | -11 | 1 | 9 | -1.5
COc1cc(/C=C/C(=O)NC(C)(C)C)ccc1OCc1ccccc1 | -2.6 | -7 | -12 | 1 | 4 | -5 | 1 | 1 | -2.6
N=c1c2c(n(Cc3ccc(Cl)c(Cl)c3)c3c1CCC3)CCCC2 | -2.3 | 5 | 13 | -52 | -1 | 22 | 6 | 4 | -3.1
Cc1ccc(/C=C2/NC(=O)N(Cc3ccccc3)C2=O)o1 | -0.9 | -5 | -16 | 23 | -6 | 14 | -6 | 5 | 1.2
COc1cccc(CNC(=O)CN(C)S(=O)(=O)c2ccc3c(c2)n(C)c(=O)c(=O)n3C)c1 | -2.4 | 5 | -12 | 4 | 7 | 8 | 8 | 5 | -2.6
Cc1ccc(NC(=O)CCNS(=O)(=O)c2ccc3[nH]c(=O)oc3c2)c(C)c1 | -2.0 | -3 | -1 | 6 | 1 | -6 | 3 | 1 | -2.9
C/C(=N\O)C(C)(C)Nc1cccc(F)c1 | -0.1 | -3 | -6 | 4 | -4 | 20 | 3 | -6 | -2.2
COc1cccc(OC)c1C(=O)NC(=S)NCc1ccccc1 | -2.8 | 6 | -4 | -1 | -7 | 3 | 3 | 2 | -2.8
O=C(/C=C/NNC(=O)c1cccc(Br)c1)c1cccc(Br)c1 | -2.0 | 12 | -8 | 5 | -12 | 4 | 3 | 5 | -4.4
COc1ccc(NC(=S)N2CCNC(=O)C2CC(=O)Nc2cccc(Cl)c2C)cc1 (stereo unspecified) | -2.8 | 17 | -8 | -46 | -6 | 10 | 5 | 3 | -3.2
